Screening results deposited in PubChem by several laboratories.
PKA-R1A act = activators of PKA-R1A complex. activation, % at 11.4 µM. AID 504707. PKA-R1A dissociation, Cy5-IP20 fluorescence polarization; scaled: DMSO 0%, 113 µM cGMP 100%. P00514+P68181. 340,000 tested, 0.083% active;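 active = percent activation above the mean of all tested compounds plus 3 SD, cut at about 19% in these data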;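 note: higher means more PKAc released from R1A so a rise in polarization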
MOR-DOR ag = OPRM1-OPRD1 heterodimerization agonism. P35372+P41143. cells, luminescence. activation, % at 9.3 µM. 340,000 tested, 0.3% active. AID 504326; in the data active = activation above about 18%;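 note: 0% = vehicle-treated cells and 100% = reference agonist; values of inactives mirror those of a sister screen read the other way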
OPRM1-OPRD1 inv = inverse agonist of human OPRM1-OPRD1 heterodimerization. cell-based MOR-DOR heterodimer luminescence, inverse agonism. 340,000 tested, 0.21% active. AID 504357. inhibition, % at 9.3 µM; in the data active = inhibition above about 22%, passing the limit was not always enough;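 note: 0% = cells with DMSO and 100% = wells without cells with DMSO; values of inactives mirror those of a sister screen read the other way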
HTR5A ag ctr = counter-screen for OPRM1-OPRD1 agonists: human HTR5A agonism | P47898 | HTR5A agonist assay, luminescence, cell-based | activation, % at 9.3 µM | 340,000 tested, 0.61% active; in the data active = activation mostly above about 9.5%, no sharp cut-off; inactive = mostly below about 7.6%;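 note: 0% = cells with vehicle only and 100% = reference agonist; strong numbers were not always called active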
Target sequence (P47898 whole entry, looked up): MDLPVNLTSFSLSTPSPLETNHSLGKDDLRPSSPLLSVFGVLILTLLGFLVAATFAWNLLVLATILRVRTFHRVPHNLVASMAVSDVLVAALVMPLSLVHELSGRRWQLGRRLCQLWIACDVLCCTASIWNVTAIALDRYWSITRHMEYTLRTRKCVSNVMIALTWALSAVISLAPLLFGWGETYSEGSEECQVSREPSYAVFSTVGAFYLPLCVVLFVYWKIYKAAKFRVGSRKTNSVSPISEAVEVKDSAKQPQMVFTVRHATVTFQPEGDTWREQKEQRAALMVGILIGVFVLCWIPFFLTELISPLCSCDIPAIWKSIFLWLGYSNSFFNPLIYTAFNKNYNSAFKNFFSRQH
HTR5A inv ag = HTR5A inverse agonism, opioid heterodimer counter-screen; HTR5A cell line, luminescence; 340,000 tested, 0.083% active; P47898; inhibition, % at 9.3 µM; in the data active = inhibition mostly above about 23%, no sharp cut-off; inactive = mostly below about 18%;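 note: 0% = cells with DMSO and 100% = no-cell wells with DMSO; some compounds called inactive have numbers as strong as hits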
DSG3 Ab inh = inhibitors of pemphigus antibody binding to human desmoglein-3; DSG3-coupled beads, scFv-anti-DSG3-GFP binding, flow cytometry; hits give low values; binding (percent of control), % at 10 µM; AID 588358; 310,000 tested, 0.48% active;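 active = binding more than 3 SD below its plate's average and above zero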;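 note: hits lower antibody fragment binding to DSG3; some compounds called inactive have numbers as strong as hits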
DAGLB inh = blocks human DAGLB lipase activity. Q8NCG7. HEK293T DAGLB membrane lysate, EnzChek fluorogenic substrate. inhibition, % at 5.17 µM. 340,000 tested, 0.059% active; in the data active = inhibition above about 34%;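 note: 0% = enzyme with vehicle and 100% = wells lacking enzyme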
Arr AP2 block = human beta-arrestin and AP2 interaction inhibition | FITC-arrestin peptide / GST-AP2 beads, flow cytometry; AP2 beta2 appendage carries R879A mutation | inhibition, % at 10 µM | 340,000 tested, 0.31% active;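 active = inhibition above a set limit, near 3 SD of compounds lacking own fluorescence, cut at about 54% in these data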;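 note: plate controls were DMSO wells for no effect and 5 µM unlabelled arrestin peptide for full effect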
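test system = AP2 appendage R879A on GSH beads | buffer or medium = PBS plus Tween 20 (0.05%) and BSA (0.1%) | incubation = 12 min plus 1 h, RT | detection = bead flow cytometry, FITC channel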
PKA-R2B act = activates the human PKA-R2B holoenzyme complex; P22694+P31323; PKA-R2B holoenzyme dissociation, Cy5-IP20 fluorescence polarization; R2B truncated from residue 108, S112A mutant; 0% DMSO only, 100% 113 µM cGMP; activation, % at 11.4 µM; 340,000 tested, 0.079% active; AID 504700;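 active = activation above a cutoff set at the mean over all compounds plus 3 SD, cut at about 18% in these data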;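 note: higher means more holoenzyme dissociation and a rise in polarization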
Target sequence (P31323 whole entry, looked up, other chains not shown, the tested form may be a part): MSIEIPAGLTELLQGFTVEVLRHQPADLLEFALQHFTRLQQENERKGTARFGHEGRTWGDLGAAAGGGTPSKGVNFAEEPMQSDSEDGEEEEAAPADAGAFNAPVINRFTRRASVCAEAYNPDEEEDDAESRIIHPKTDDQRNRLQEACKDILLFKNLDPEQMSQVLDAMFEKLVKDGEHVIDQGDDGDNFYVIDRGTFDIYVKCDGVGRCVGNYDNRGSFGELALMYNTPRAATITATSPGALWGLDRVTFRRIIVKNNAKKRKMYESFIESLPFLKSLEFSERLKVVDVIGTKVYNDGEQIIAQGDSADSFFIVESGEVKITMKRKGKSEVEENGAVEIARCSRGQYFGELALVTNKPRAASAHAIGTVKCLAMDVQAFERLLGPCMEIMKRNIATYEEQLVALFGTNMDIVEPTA
V-ATPase pH = alters yeast V-ATPase proton transport. S. cerevisiae, pHLuorin cytosolic pH fluorescence. 350,000 tested, 0.37% active. response, % at 10 µM; in the data active = response mostly above about 7.3%, no sharp cut-off; inactive = mostly below about 5.4%; note: actives read high; inactives centre near 0; some compounds called inactive have numbers as strong as hits; reference of the scale not given here
Active calls of the source: *; . = not tested or not shown.

A first look, 5 compounds:
SMILES	PKA-R1A act	MOR-DOR ag	OPRM1-OPRD1 inv	HTR5A ag ctr	HTR5A inv ag	DSG3 Ab inh	DAGLB inh	Arr AP2 block	PKA-R2B act	V-ATPase pH
C=CCN(C(=O)c1csnn1)C(C(=O)NC1CCCC1)c1cccs1 (configuration not stated)	3	1.1	-8	-2	11	.	-3	25	-8	2
CCOC(=O)c1nn(-c2cccc(C)c2)c2nc(-c3ccccc3)c(C#N)c(=O)n12	-2	-1.8	10	3	-7	.	-1	28	0	0
COc1ccc(C(=O)Nc2cc(C(F)(F)F)ccc2Cl)cc1OC	2	-1.1	5	4	-2	94	-3	3	-6	4
COCCN(C(=O)Cc1cccs1)C(C(=O)NC1CCCC1)c1ccc(OC)c(OC)c1 (configuration not stated)	2	-0.2	2	2	-5	94	-3	2	-5	4
CSc1ccc(NC(=O)Nc2cccn(Cc3ccccc3F)c2=O)cc1	-6	5.1	-27	9	-10	105	2	8	-8	3

All compounds of this part, previewed entries included:
SMILES	PKA-R1A act	MOR-DOR ag	OPRM1-OPRD1 inv	HTR5A ag ctr	HTR5A inv ag	DSG3 Ab inh	DAGLB inh	Arr AP2 block	PKA-R2B act	V-ATPase pH
C=CCN(C(=O)c1csnn1)C(C(=O)NC1CCCC1)c1cccs1 (configuration not stated)	3	1.1	-8	-2	11	.	-3	25	-8	2
CCOC(=O)c1nn(-c2cccc(C)c2)c2nc(-c3ccccc3)c(C#N)c(=O)n12	-2	-1.8	10	3	-7	.	-1	28	0	0
COc1ccc(C(=O)Nc2cc(C(F)(F)F)ccc2Cl)cc1OC	2	-1.1	5	4	-2	94	-3	3	-6	4
COCCN(C(=O)Cc1cccs1)C(C(=O)NC1CCCC1)c1ccc(OC)c(OC)c1 (configuration not stated)	2	-0.2	2	2	-5	94	-3	2	-5	4
CSc1ccc(NC(=O)Nc2cccn(Cc3ccccc3F)c2=O)cc1	-6	5.1	-27	9	-10	105	2	8	-8	3
Cc1cc2c3c([nH]c2cc1S(=O)(=O)NCc1ccc(CN2CCCCCC2)o1)CCCC3=O	0	-2.1	11	2	-4	.	1	33	2	-5
CCc1ccc(CSc2nccn2-c2ccccc2)cc1	-2	2.6	-12	1	4	101	-5	5	1	-7
O=C(CSc1cn(CCNC(=O)c2c(F)cccc2F)c2ccccc12)NCC1CCCO1 (configuration not stated)	0	-0.9	5	3	13	102	4	29	-2	-5
O=C(NCc1ccc(Cl)cc1)C1CCC(=O)N(C2CC2)C1 (configuration not stated)	2	-2.4	13	1	-2	103	0	-15	-7	0
CCOc1cc(O)c(-c2[nH]ncc2-c2nc(C)cs2)cc1CC	-11	4.1	-21	12	-9	91	-2	3	-16	2
COCC1CCCN(Cc2nc(C(c3ccccc3)c3ccccc3)no2)C1 (configuration not stated)	8	3.7	-19	-2	7	98	-7	8	-9	1
COc1ccc(-c2c(-c3ccccc3)n(C)c3ccccc23)cc1	-16	1.3	-7	-1	-12	104	-2	-7	-4	0
COc1ccc(CCNc2ncnc3c2oc2ccccc23)cc1OC	8	-0.7	4	12	-4	119	-3	28	-6	-3
O=C(CSc1nccn1Cc1ccc(F)cc1)NC1CCCCC1	10	.	.	.	.	98	2	.	-1	1
Cc1c(NC(=O)c2nn(C)c(=O)c3ccccc23)c(=O)n(-c2ccccc2)n1C	-3	-2.6	16	-2	-5	105	0	4	2	1
COc1ccc(C(=O)Oc2ccc(/C=N/NC(=O)c3ccccc3OC)cc2[N+](=O)[O-])cc1	2	-2.3	12	0	-1	-5.1*	-3	4	8	-8
Cn1cccc1C(=O)NC(=O)COC(=O)CC12CC3CC(CC(Br)(C3)C1)C2	-6	2.9	-17	-2	7	108	-2	-1	13	-3
CC1=CC(C)(C)NC(=S)N1c1ccc(C)c(C)c1	-8	-3.3	16	0	1	108	0	14	-4	0
COC(=O)C(C)Oc1ccc(Oc2nc(Cl)ccc2Cl)cc1 (configuration not stated)	-7	0.9	-4	-1	3	105	-6	-15	0	-4
O=C(O/N=C\c1ccc(N2CCOCC2)c([N+](=O)[O-])c1)c1ccccc1Cl	-10	-1.9	11	4	-3	103	8	-7	-1	-7
CCOCCCNS(=O)(=O)c1ccc(NC(=O)CN2C(=O)c3ccccc3C2=O)cc1	-4	-0.7	4	-4	22	95	-1	8	-3	-2
OCCN1CCN(C(=S)c2ccc(Cl)c(Cl)c2)CC1	-2	-2.3	12	4	-11	105	-5	14	6	0
Cc1cc(C)c(C2C(C#N)=C(N)Oc3n[nH]c(C)c32)cc1CN1CCOCC1 (configuration not stated)	1	0.0	0	4	8	96	-3	5	-3	0
O=C(NCCCc1ccccc1)c1ccc(CS(=O)Cc2ccccc2Cl)o1 (configuration not stated)	2	1.6	-9	6	18	.	1	31	1	4
CCCCCC(=O)Nc1ccc(N2CCOCC2)c(S(=O)(=O)Nc2ccc(OC)cc2)c1	2	1.3	-9	-6	17	104	-2	-2	-8	-1
Following part.
SMILES	PKA-R1A act	MOR-DOR ag	OPRM1-OPRD1 inv	HTR5A ag ctr	HTR5A inv ag	DSG3 Ab inh	DAGLB inh	Arr AP2 block	PKA-R2B act	V-ATPase pH
COc1ccc(OCC(=O)Nc2ccc3c(c2)nc(CCN2CCOCC2)n3C)cc1	-5	-2.5	12	1	5	99	-2	7	-2	-2
COc1ccc(CCNC(=O)C2CC(c3c(Cl)cccc3Cl)=NO2)cc1 (configuration not stated)	7	-3.2	18	2	0	.	-6	1	-3	2
CCOc1ccc2nc(N(Cc3ccccc3)C(=O)CCNC(C)=O)sc2c1	-7	-3.2	13	2	-4	109	-2	-12	-11	2
Cc1ccc(C2C3=C(CC(C)(C)CC3=O)NC3=C2C(=O)CC(C)(C)C3)o1	4	0.0	0	12	-32	98	0	1	4	1
O=C(Cc1cccs1)N1CCN=C1SCc1ccccc1F	-6	-0.5	3	7	-19	107	0	14	5	5
CN(Cc1ccccc1)C(=O)c1cccc(NC(=O)Cc2ccc(NC(=O)C3CCCN(C(=O)C4CCC4)C3)cc2)c1 (configuration not stated)	-8	-0.1	1	2	-8	105	2	-6	1	-3
NS(=O)(=O)c1ccc(NS(=O)(=O)c2ccc(NC(=O)c3ccc(-c4ccccc4)cc3)cc2)cc1	8	2.2	-11	-7	15	85	3	5	8	2
Fc1ccccc1Cn1c2[n+](c3ccc(C(F)(F)F)cc31)CCCCC2	6	-1.8	9	-1	2	99	-3	7	3	0
O=C(Nc1ccc(F)cc1)C(c1ccccc1)N1CCN(S(=O)(=O)c2c(F)cccc2F)CC1 (configuration not stated)	6	0.3	-1	-1	5	99	-5	13	-14	3
O=C(c1ccoc1)N1CCC2(CC1)Oc1ccc(F)cc1C(=O)C21CC(c2cccnc2)=NO1 (configuration not stated)	-10	-1.5	8	6	-16	102	-1	26	11	-4
CCOC(=O)CNC(=O)Cn1cnc2c(nnn2-c2ccccc2)c1=O	4	0.2	-1	4	-12	102	2	7	3	13
Cn1c(=O)cc(SCC(=O)NCCCN2CCOCC2)c2ccc(Cl)cc21	4	-4.0	21	2	17	101	-2	35	1	-2
O=C1CCC(C(=O)OCC(=O)Nc2cc(Cl)ccc2F)=NN1	-5	-3.6	19	-4	15	94	0	-2	-4	0
COc1cccc(C2CC(c3ccc(Cl)cc3Cl)Nc3nc(N)nn32)c1 (configuration not stated)	-3	-0.2	1	-3	9	101	5	4	0	3
Cc1ccc(/C=N/NC(=O)c2nnn(-c3nonc3N)c2CSc2ccccc2)o1	2	-1.0	5	-3	-4	110	1	6	-5	3
CC(C)CCN1CCN(Cc2cccn2-c2cccnc2)CC1CCO (configuration not stated)	-4	-1.4	7	-2	16	94	-3	-14	-4	6
Cc1ccccc1CC1(CO)CCCN(C(=O)c2ccccc2N(C)C)C1 (configuration not stated)	-1	-2.1	10	0	-15	101	-5	0	-5	-1
c1cncc(CNc2ncnc3sc4c(c23)CCC4)c1	7	-3.5	18	-2	0	94	-1	-10	-8	-2
O=S(=O)(c1ccc(NC(=S)NN=C(Cc2ccccc2)Cc2ccccc2)cc1)N1CCOCC1	-7	-0.4	2	-5	13	102	-2	3	0	-1
COc1ccc([N+](=O)[O-])cc1NC1CCCCC1	-4	3.2	-18	0	2	105	0	-9	-4	3
O=C(N1CCN(Cc2ccc3c(c2)OCO3)CC1)C(Cl)(Cl)Cl	7	1.8	-9	-1	14	100	-5	-10	11	-3
CN(N=Nc1ccc([N+](=O)[O-])cc1)c1ccccc1	-5	4.1	-27	0	1	87	-12	10	-3	-1
CC(C)Cn1c(N)c(C(=O)COC(=O)CCc2nc3ccccc3s2)c(=O)n(C)c1=O	-1	3.1	-15	2	-5	100	0	14	-10	5
O=C(CSc1nnc(CNC(=O)c2ccc(F)cc2)o1)NCc1ccccc1	-1	0.0	0	0	-14	.	1	2	-2	-1
CCOC(=O)[C@@H]1[C@H]2COc3ccc(Br)cc3[C@H]2N2C(=O)N(c3ccc(Br)cc3)C(=O)[C@]12C	-9	-1.7	10	9	34	98	-12	40	0	-6
Continued:
SMILES	PKA-R1A act	MOR-DOR ag	OPRM1-OPRD1 inv	HTR5A ag ctr	HTR5A inv ag	DSG3 Ab inh	DAGLB inh	Arr AP2 block	PKA-R2B act	V-ATPase pH
CCc1cc(-c2nc(N)ncc2-c2csc(C)n2)c(O)cc1OC	-2	0.1	-1	12	-18	106	2	.	-8	0
O=C(O)c1cc(-c2ccc(N3CCOCC3)cc2)nn1-c1ccc(F)cc1	6	-0.1	1	2	-6	107	0	7	-4	-2
C=CCS(=O)(=O)c1nc2ccccc2s1	-10	-2.1	10	-11	24	91	-1	4	-8	-6
Cc1ccc(C)c(N2CCN(C(=O)c3cc4c(C)nc5ccccc5c4o3)CC2)c1	-14	5.2	-28	9	-9	100	-9	4	-9	6
CCc1ccc(NC(=O)Cc2c(C(=O)O)n(C)c3ccccc23)cc1	-1	-0.7	3	-1	-37	108	6	-13	-3	-2
CCCCCn1c(=O)[nH]c2cc(C(=O)NCCN(CC)CC)ccc2c1=O	-3	-1.5	9	-1	16	.	-2	5	3	5
CN1CCN(CCCNCc2cn(CCC#N)c3ccccc23)CC1	1	-1.7	8	1	-3	98	-2	34	5	1
CC1CN(Cc2ccccc2)C(=O)N(c2ccccc2)C1=O (configuration not stated)	0	-2.7	14	5	-18	96	-4	-8	7	-3
O=C(O)CCN1C(=O)c2ccc(NC(=O)c3cccs3)cc2C1=O	4	-2.5	14	4	1	97	-1	4	-5	-1
COc1cccc(CN(C)C(=O)CNC(=O)c2ccc(-c3ccccc3)cc2)c1OC	-1	2.4	-13	3	-9	99	-7	7	-5	-7
CC(OC(=O)C1CC(=O)N(Cc2ccccc2)C1)C(=O)Nc1cccc(C#N)c1 (configuration not stated)	-11	0.5	-3	-1	-3	109	2	9	6	4
CC1CC(C)(C)N(C(=O)CN2C(=O)c3ccccc3C2=O)c2ccccc21 (configuration not stated)	6	10	-56	3	-36	87	-10	8	0	3
Cc1cccc(NC(=O)c2cc(S(=O)(=O)N3CCOCC3)cn2C)c1C	0	-1.0	6	-2	6	98	1	-1	1	3
CCC(C)C(NC(=O)c1ccccc1NC(=O)c1ccc(OC)cc1)C(=O)NCCCn1ccnc1 (configuration not stated)	-2	-0.6	5	5	-15	109	0	-2	-13	2
Cc1ccc(OCCn2cc(/C(N)=N/O)c3ccccc32)cc1C	1	-1.7	8	2	-6	105	0	14	-13	0
CCn1cnc2cc([N+](=O)[O-])ccc21	3	-2.9	14	3	-9	119	0	19	-7	-2
